# SR-BI HDL uptake – blocks mouse SR-BI lipid uptake from DiI-HDL | inhibition, % at 12.5 µM | Q61009 | ldlA[mSR-BI] CHO cells, DiI-HDL uptake fluorescence, 3 h | AID 488896 | hit rate 0.96% among 320,000;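 active means mean replicate inhibition of at least 70% and a set share of replicates each scoring 70 or more; inconclusive means meets just one of the two criteria; inactive means fails both criteria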;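 further: 0% = median of neutral control wells and 100% = median of positive control wells; values of inactives mirror those of a sister screen read the other way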
# NSD2 HMT inh – inhibitors of human histone methyltransferase NSD2. O96028. NSD2 peptide methylation, AlphaScreen, 120 min. inhibition, % at 12.5 µM. hit rate 0.54% among 310,000. AID 743445; in the data active means inhibition above about 50%
# MITF act – activators of MITF-driven TRPM1 promoter activity in SK-MEL-5 cells | activation, % at 12.5 µM | hit rate 0.75% among 300,000 | SK-MEL-5 TRPM1-promoter luciferase, 24 h; % of positive control, neutral wells = 0 | AID 588334;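 active means mean activation of at least 80% with every replicate also reaching 80%; inconclusive means mean reaches 80% but some replicate falls short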;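 further: 0% = neutral control wells and 100% = parthenolide positive control wells; values of inactives mirror those of a sister screen read the other way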
# dFosB activator – mouse delta FosB homodimer activation | P13346 | purified delta FosB, TAMRA-CDK5 oligo fluorescence polarization; percent of positive-control signal above neutral wells | activation, % at 25 µM | hit rate 0.99% among 340,000 | AID 493131;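 active means mean activation above about 17%, with every replicate also reaching it, limit read from the data, passing the limit was not always enough; inconclusive means only one of the two conditions met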;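 further: fluorescence polarization rise as delta FosB binds a TAMRA Cdk5 AP-1 oligo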
# Target sequence (P13346 whole entry, looked up): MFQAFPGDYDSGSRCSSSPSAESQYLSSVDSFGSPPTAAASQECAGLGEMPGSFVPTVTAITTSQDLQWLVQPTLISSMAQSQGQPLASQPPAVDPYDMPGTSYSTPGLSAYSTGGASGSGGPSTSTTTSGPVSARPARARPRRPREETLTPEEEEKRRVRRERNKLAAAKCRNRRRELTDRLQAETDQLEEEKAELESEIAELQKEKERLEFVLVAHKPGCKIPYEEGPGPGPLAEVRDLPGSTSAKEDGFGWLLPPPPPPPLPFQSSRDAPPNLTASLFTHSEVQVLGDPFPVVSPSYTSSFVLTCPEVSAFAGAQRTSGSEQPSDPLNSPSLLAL
# CAL PDZ FP-1 – inhibitors of human CAL PDZ peptide binding | Q9HD26 | purified CAL PDZ, TMR-peptide fluorescence polarization, 1 h | inhibition, % at 20 µM | hit rate 0.02% among 330,000 | AID 504414;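 active means highest replicate inhibition of at least 40%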;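 further: plate controls were DMSO neutral control wells for no effect and unlabeled competitor peptide control wells for full effect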
#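 System: tagged CAL PDZ domain. Schedule: 1 h room-temperature incubation prior to read. Signal: fluorescence polarization (mP). Measure: percent inhibition from loss of millipolarization.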
# CAL PDZ FP-2 – inhibitors of human CAL PDZ peptide binding; Q9HD26; purified CAL PDZ, TMR-peptide fluorescence polarization, 1 h; inhibition, % at 24.9 µM; hit rate 0.92% among 300,000; AID 602252;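 active means mean inhibition of at least 30% with at least half of replicates also reaching 30%; inconclusive means no clear call, values can overlap the other calls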;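 further: 0% = DMSO neutral control and 100% = excess unlabeled competitor peptide PRC23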
# PvdQ acylase – blocks Pseudomonas aeruginosa PvdQ acylase activity; purified PvdQ acylase, fluorescence plate reader; inhibition, % at 10 µM; hit rate 0.063% among 340,000; AID 488965; in the data active means inhibition above about 30%, passing the limit was not always enough; inconclusive means no clear call, values can overlap the other calls;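 further: 0% = vehicle neutral wells and 100% = reference inhibitor wells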
# Rtt109 Vps75 – inhibitors of Candida albicans Rtt109/Vps75 histone acetyltransferase. Q5AAJ8. purified Rtt109/Vps75, ThioGlo CoA-SH fluorescence, 4 h. inhibition, % at 34.9 µM. hit rate 0.16% among 330,000;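 active means inhibition of at least 50% in every replicate; inconclusive means best replicate reaches 50% inhibition but some replicates fall short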
# Target sequence (Q5AAJ8 whole entry, looked up): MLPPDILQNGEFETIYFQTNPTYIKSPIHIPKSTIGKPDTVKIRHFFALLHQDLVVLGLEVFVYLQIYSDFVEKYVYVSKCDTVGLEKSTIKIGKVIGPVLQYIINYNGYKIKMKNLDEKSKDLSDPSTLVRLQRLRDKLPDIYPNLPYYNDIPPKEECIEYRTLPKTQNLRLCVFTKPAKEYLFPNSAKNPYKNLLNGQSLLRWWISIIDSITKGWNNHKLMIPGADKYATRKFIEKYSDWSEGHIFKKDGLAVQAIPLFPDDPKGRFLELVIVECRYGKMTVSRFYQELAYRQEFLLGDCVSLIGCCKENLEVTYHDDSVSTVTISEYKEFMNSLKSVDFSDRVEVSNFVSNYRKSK
# PfHsp90 set2 – reduces growth (ATP signal) of yeast expressing P. falciparum Hsp90 | S. cerevisiae expressing PfHsp90, BacTiter-Glo ATP, 48 h; yeast lacking PDR1 and PDR3 efflux regulators | inhibition, % at 9.4 µM | hit rate 0.32% among 310,000;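 active means every replicate shows inhibition above about 80%, whatever the replicate mean, limit read from the data; inconclusive means mean inhibition reaches the set limit but some replicate falls short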;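 further: 0% = DMSO neutral controls and 100% = 20 µM radicicol positive controls; yeast relying on Plasmodium falciparum Hsp90 in place of its own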
# SR-BI DiI-HDL act – activators of SR-BI mediated HDL lipid uptake; AID 504775; hit rate 0.096% among 320,000; CHO ldlA[mSR-BI] cells, DiI-HDL uptake fluorescence, 3 h; 100 = double the neutral-control signal; activation, % at 12.5 µM;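 active means mean replicate activation of at least 60% and every replicate at or above 60%; inconclusive means mean or all-replicate condition met, but not both; inactive means mean below 60% and not all replicates reaching 60%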;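 further: 0% = median plate neutral-control signal and 100% = twice that signal; values of inactives mirror those of a sister screen read the other way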
#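 Material – SR-BI-overexpressing, LDLR-lacking CHO cells · Medium – BSA-supplemented, HEPES-buffered Ham's F12, pH 7.4 · Doses – single concentration · Times – compound with DiI-HDL co-incubation, 3 h at 37 °C · Measured by – bottom-read fluorescence, 550/595 nm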
# Starred values were filed as active, the others as inactive; ? = inconclusive; nt = no result given.
MITF act	Compound	CAL PDZ FP-2	SR-BI HDL uptake	Rtt109 Vps75	dFosB activator	PfHsp90 set2	PvdQ acylase	NSD2 HMT inh	CAL PDZ FP-1	SR-BI DiI-HDL act
18	O=C(c1ccccc1)c1cccc(C(=O)c2ccccc2)c1	-3	18	-3	-2	25	-4	-6	-2.1	-18
13	Cc1ccc(S(=O)(=O)N(C)C)cc1NC(=O)C(C)OC(=O)C1CCC1 (configuration not stated)	8	2	1	-4	5	-8	0	-4.1	-2
-12	O=C(O)CCSCC(=O)c1ccc2c(c1)OCCO2	-2	15	9	-4	-13	2	1	-1.2	-15
-83	Cc1ccc(C(C)C)c(OCc2ccc(C(=O)N/N=C/c3cccc(O)c3O)cc2)c1	-3	136*	1	-12	122*	5	-1	-0.3	-136
10	Cc1ccc(S(=O)(=O)N2CCCCC2)cc1C(=O)N1CCCCCC1	nt	8	-8	-2	13	-14	nt	0.1	-8
8	CCN(CC)S(=O)(=O)c1ccc(C(=O)NNC(=O)c2csc(N3CCOCC3)n2)cc1	-6	7	0	-8	nt	-6	1	-2.4	-7
5	CC(NC(=O)COC(=O)C12CC3CC(CC(Br)(C3)C1)C2)c1ccccc1 (configuration not stated)	3	3	11	0	-19	-7	-2	-0.8	-3
-3	Cc1ccc(C2/C(=C(/O)c3ccc(Cl)cc3)C(=O)C(=O)N2CC2CCCO2)o1 (configuration not stated)	-2	-7	8	8	9	-9	0	-0.8	7
-9	COC(=O)C1CCCN1S(=O)(=O)c1ccccc1NC(=O)c1cc(OC)c(OC)c(OC)c1 (configuration not stated)	-3	3	-7	-5	-4	-4	-4	0.6	-3
23	CC(C)(C)C(Cn1ccnc1)NC(=O)c1ccc2nc(C3CC3)oc2c1 (configuration not stated)	-7	-12	-1	-1	8	-13	-1	-0.5	12
-1	CCN(c1ccccc1)S(=O)(=O)c1cc(C(=O)OCC(=O)c2c(N)n(C)c(=O)n(C)c2=O)ccc1C	2	30	9	-27	nt	-7	-2	0.2	-30
-7	COc1ccc2c(c1)c(N=O)c(O)n2C	1	-8	4	4	14	-54	2	0.1	8
-11	Cc1cc(C)nc(N2N=C(C(F)(F)F)CC2=O)n1	-6	7	-2	1	-4	-17	-1	-1.6	-7
-5	CCn1ccc2c(OCC(=O)NCCc3ccc(OC)c(OC)c3)cccc2c1=O	-3	13	-1	-3	nt	-7	0	-3.7	-13
-16	Cc1cccc(C(O)(C(=O)NNc2ccc3ccccc3n2)c2cccc(C)c2)c1	1	21	-4	4	-12	-12	-1	-1.1	-21
1	CCc1ccc(NC(=O)COC(=O)CCc2nc3cc(S(=O)(=O)N(CC)CC)ccc3n2C)cc1	-5	17	4	-18	5	1	0	-0.8	-17
-7	Cc1noc(NS(=O)(=O)c2ccc(NC(=O)CSc3nc4c(cc3C#N)CCCC4)cc2)c1C	-3	1	-7	1	-4	-18	nt	-1.1	-1
3	O=C(Nc1ccccc1C(=O)N1CCOCC1)c1ccc(Br)cc1	-4	-3	-1	-3	-18	-5	-2	-1.3	nt
5	CC(C)c1nnc(NC(=O)c2cccc(-n3cnnn3)c2)s1	-2	-14	-1	-2	-21	-7	-1	-1.2	14
17	Cc1ccc(OCC(=O)Nc2ccc(-c3nc4ncccc4o3)cc2)c(C)c1	-2	10	-2	73*	-20	-10	3	-2.0	-10
nt	Cn1c(SCc2c(F)cccc2Cl)nnc1-c1cccs1	1	9	nt	-2	2	10	-3	-3.5	-9
16	NC(=O)c1ccc(NCCCN2CCOCC2)c([N+](=O)[O-])c1	-3	-19	-1	3	-19	-9	-1	-0.7	19
-1	O=C(NCCc1c[nH]c2ccccc12)C(=O)NCC1OCCCN1S(=O)(=O)c1cc(F)ccc1F (configuration not stated)	5	10	-11	2	-2	-12	-2	-0.8	-10
0	Cc1ccc(CNS(=O)(=O)c2ccc(CN3C(=O)c4cccnc4C3=O)cc2)o1	-1	-5	-3	-10	13	-8	3	-3.7	5
-4	CCOc1cc(S(=O)(=O)N2CCCCC2)ccc1Cl	1	4	-1	-5	6	-12	-8	-2.4	-4
-3	Cc1cc(C)nc(NC(=O)c2cc3ccccc3o2)n1	1	-6	-1	-7	-9	0	0	-2.6	6
-3	Cn1c(=O)c2c(=O)cc(NNC(=O)CC#N)[nH]c2n(C)c1=O	3	-40	13	4	-6	-18	-2	-1.1	40
nt	O=C(CN1C(=O)c2ccccc2S1(=O)=O)NCc1ccccn1	0	nt	-1	-4	1	-5	0	-2.0	nt
-3	CCC(CC)C(=O)NCc1ccc(OC)cc1	-1	-29	8	0	nt	7	8	-1.4	29
54	Cn1cc(Cl)c(C(=O)Nc2cccc(Cl)c2Cl)n1	-2	11	nt	4	-18	-1	-2	-2.2	-11
2	O=C(CN(Cc1ccccc1)C(=O)CCC(=O)Nc1nccs1)NCc1ccccc1	nt	nt	-13	-1	3	-5	-2	-0.6	nt
1	CCN(CC)C(=O)COn1c(SCC(=O)N(CC)CC)nc2ccccc2c1=O	6	8	-2	-4	-17	-10	-2	-0.2	-8
nt	CCC(=O)Oc1ccc(C2N(C(=O)CC)CCN2S(=O)(=O)c2ccc(C)cc2)cc1OC (configuration not stated)	-2	8	2	-5	nt	0	2	nt	-8
-2	COc1ccc(N2CCN(C(=O)CCCn3c(=O)c4cccn4c4cccnc43)CC2)cc1	0	69	2	-5	-8	4	0	-1.1	-69
-4	COc1ccc(-c2csc(NC(CO)c3nc4ccccc4n3CCCO)n2)cc1 (configuration not stated)	1	8	9	2	nt	16	nt	-0.9	-8
-3	CCC(=O)N=c1sc2cc([N+](=O)[O-])ccc2n1CCOC	-1	10	3	-1	26	-7	-1	-0.5	-10
47	CCCCOc1ccc(-c2[nH]ncc2C=O)cc1	-1	-24	0	-11	-13	-16	0	-3.7	24
-4	CCc1nnc(NC(=O)CSc2nc3[nH]c(=O)cc(O)c3s2)s1	-2	-15	-15	-9	-7	-2	4	0.6	15
0	CCC(C)C(NC(=O)c1ccccc1NC(=O)c1ccccc1)C(=O)O (configuration not stated)	6	nt	8	-2	4	-13	-1	0.2	nt
-10	CCN(CC)Cc1c(C(=O)N/N=C/c2ccc(C)o2)nnn1-c1nonc1N	nt	nt	14	-6	15	-1	3	-0.3	nt
0	C/C(=N/NS(=O)(=O)c1ccc(C)cc1)c1c[nH]c2ccccc12	-1	4	-1	-5	0	-16	0	-1.2	-4
-12	COc1ccc(S(=O)(=O)Nc2c(C(=O)O)[nH]c3ccccc23)cc1	-4	0	5	5	-4	-18	0	-2.6	0
nt	Cc1nnsc1C(=O)NNc1ccc(C(C)C)cc1	-4	-17	5	1	13	-15	-1	1.1	17
-1	Cc1ccc(/C=C2\SC(=S)N(CCC(=O)Nc3ccc(O)cc3)C2=O)cc1	-9	34	4	-11	11	-8	-2	-0.8	-34
78	COC(=O)c1c(C)[nH]c(C(=O)CSc2ccc(Cl)cc2)c1C	0	8	17	4	nt	-14	0	0.3	-8
-5	CCCn1c(=O)c2sccc2n2c(CCCC(=O)NCC3CCCO3)nnc12 (configuration not stated)	-2	-6	-4	-5	15	5	0	0.4	6
-8	Cc1ccc(N(CC(=O)Nc2ccccc2C(=O)NCc2ccco2)S(=O)(=O)c2ccccc2)cc1C	-2	35	5	0	-7	-8	-1	0.0	-35
-17	CC1Sc2ccc(S(=O)(=O)CCC(=O)N3CCN(c4cccc(Cl)c4)CC3)cc2NC1=O (configuration not stated)	-2	3	6	5	11	1	-1	-1.5	-3
2	Cc1cccc(C)c1NC(=O)CCn1cnc2ccccc2c1=O	-1	6	-16	-1	-6	-16	-2	-4.2	-6
0	CC(C)(C)C(=O)Nc1nnc(-c2ccncc2)o1	-3	-16	-3	3	-18	0	-1	-3.1	16
-2	O=C(NN=C1CCCC1)c1ccccc1OCc1ccc(Cl)cc1	-3	-6	-8	5	-8	2	-1	-1.8	6
nt	CCCNC(=O)Cn1c(=O)oc2cc(S(=O)(=O)N3CCCC3)ccc21	nt	-41	-19	0	3	-14	nt	-1.0	41
-1	CCOC(=O)C1=C(CS(=O)(=O)c2ccc(F)cc2)NC(=O)NC1c1ccc(O)c(O)c1 (configuration not stated)	-2	-6	?	-6	14	3	6	-2.7	6
14	CC1CCN(C(=O)c2ncn(C)c2C(=O)N2CCC(C)CC2)CC1	-15	-5	0	-17	11	-9	nt	-6.9	5
-7	COc1ccccc1CNC(=O)C1CCN(S(=O)(=O)c2cccc([N+](=O)[O-])c2)CC1	0	nt	6	-6	-4	-6	3	0.5	nt
10	c1ccc(Cc2nnc3sc(-c4ccco4)nn23)cc1	-2	-16	-12	-6	14	-6	nt	-1.0	16

# (listing goes on)
MITF act	Compound	CAL PDZ FP-2	SR-BI HDL uptake	Rtt109 Vps75	dFosB activator	PfHsp90 set2	PvdQ acylase	NSD2 HMT inh	CAL PDZ FP-1	SR-BI DiI-HDL act
nt	Cc1cc(C)c(C#N)c(Nc2ccccc2C)n1	-4	nt	0	3	-11	-8	-8	-0.8	nt
-7	O=C(Cc1ccccc1)NC1CCN(Cc2ccccc2)CC1	1	4	-3	3	-7	-2	-3	-1.8	-4
13	CCOC(=O)c1cccc(NC(=O)c2ccccc2C)c1	-2	21	-5	1	9	5	0	0.1	-21
13	CCN(CC)c1nc(Nc2ccc([N+](=O)[O-])cc2)nc(N(CC)CC)n1	-3	42	3	-8	-8	0	0	-0.2	-42
10	Cc1c(/C=N\NC(=O)C2(C)CC2(Cl)Cl)cnn1C (configuration not stated)	0	-7	-1	3	0	-6	-4	-1.9	7
-22	CCOC(=O)C1CCCN(Cc2nc(N)nc(Nc3ccc(OC)cc3)n2)C1 (configuration not stated)	-5	7	2	-4	-30	-6	7	-0.7	-7
18	O=C(Nc1ccc(Br)cc1)C1CCC(=O)N1Cc1ccccc1Cl (configuration not stated)	nt	20	5	-9	8	-17	1	0.3	-20
18	Cc1nn(C)c(C)c1CN(C(=O)C1CCC(=O)N(C2CCCCCC2)C1)C(C)C (configuration not stated)	-4	-12	11	-2	1	-16	nt	-0.7	12
nt	Clc1c(-c2ccccc2)nc2ccccn12	4	-17	13	-1	4	14	36	1.0	17
-8	Cc1nnsc1-c1onc(C)c1C(=O)O/N=C/c1ccc(Cl)cc1	-3	-16	7	2	-7	4	-3	-2.0	16

# Assay outcomes: PubChem BioAssay, Broad Institute

# This is a random part of the collection (roughly 4.3% active in at least one column).
